Compound activity from PubChem BioAssay.
Mdm2-MdmX inh – inhibitors of human Mdm2-MdmX association, primary screen, cell-based, luminescence, split luciferase, SaOS-2, uHTS; inhibition, % at 8 µM; SaOS-2 split-luciferase Mdm2/MdmX complementation; 3% of 330,000 active; Protein Mdm4 (Homo sapiens) + E3 ubiquitin-protein ligase Mdm2 (Homo sapiens), …;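 active = inhibition of at least 50% at 8 µM in the primary screen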
CCR6 antag – CCR6 receptor antagonists, primary screen, cell-based, CHO-K1, luminescence, beta-arrestin, uHTS | AID 493098, 2011 | CHO-K1 CCR6 PathHunter beta-arrestin, CCL20-stimulated | 0.49% of 340,000 active | inhibition, % at 20 µM;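 active = compounds whose inhibition of the agonist-driven luminescence signal at 20 µM reaches about 50%, limit read from the data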;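 also: cells stimulated with CCL20 at 14 nM final; plate controls were DMSO with CCL20 for no effect and DMSO without agonist for full effect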
Target sequence (P51684 whole entry, looked up): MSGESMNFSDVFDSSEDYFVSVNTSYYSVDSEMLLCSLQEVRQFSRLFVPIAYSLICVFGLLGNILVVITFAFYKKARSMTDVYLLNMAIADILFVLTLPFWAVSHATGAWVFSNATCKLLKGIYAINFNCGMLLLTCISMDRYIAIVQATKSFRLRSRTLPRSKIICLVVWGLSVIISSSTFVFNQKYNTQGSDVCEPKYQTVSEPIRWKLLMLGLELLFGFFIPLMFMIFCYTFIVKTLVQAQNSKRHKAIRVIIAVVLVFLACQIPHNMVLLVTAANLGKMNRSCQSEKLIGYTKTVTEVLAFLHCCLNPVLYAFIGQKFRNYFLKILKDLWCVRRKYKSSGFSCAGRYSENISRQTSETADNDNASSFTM
Jurkat NFkB inh – inhibitors of induced NF-kB luciferase reporter, primary screen, TCR NF-kB activation inhibitor project, cell-based, luminescence, uHTS. Jurkat, PMA/ionomycin-induced NF-kB luciferase reporter. inhibition, % at 4 µM. 0.53% of 330,000 active. AID 435003, 2010; in the data active = inhibition above about 50%
EBI2 block – EBI2 receptor antagonists, beta-arrestin recruitment, primary screen, cell-based, luminescence, 7a,25-OHC stimulation, uHTS. G-protein coupled receptor 183 (Homo sapiens), P32249. 7a,25-OHC stimulated. inhibition, % at 5 µM. 0.81% of 360,000 active. AID 651636, 2012; in the data active = inhibition above about 38%;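 also: enzyme fragment complementation signal reports receptor beta-arrestin coupling in cells; 0% = agonist plus DMSO wells and 100% = wells without agonist; some results beyond the cut were filed as inactive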
Target sequence (P32249 whole entry, looked up, the tested form may be a part): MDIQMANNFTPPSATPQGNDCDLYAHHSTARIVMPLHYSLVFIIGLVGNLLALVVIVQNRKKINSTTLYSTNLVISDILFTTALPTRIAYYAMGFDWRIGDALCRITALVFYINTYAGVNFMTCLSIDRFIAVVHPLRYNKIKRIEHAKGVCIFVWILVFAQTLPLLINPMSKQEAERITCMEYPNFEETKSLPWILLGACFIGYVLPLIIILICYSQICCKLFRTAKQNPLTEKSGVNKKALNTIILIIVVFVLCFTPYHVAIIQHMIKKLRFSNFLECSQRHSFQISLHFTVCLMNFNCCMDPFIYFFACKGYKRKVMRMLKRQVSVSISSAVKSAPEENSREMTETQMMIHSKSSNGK
UPR CHOP act – activators of apoptotic CHOP UPR arm, primary screen, cell-based, CHO-CHOP luciferase reporter, luminescence, uHTS; UPR activation; percent of tunicamycin response over DMSO baseline; activation, % at 10 µM; 0.34% of 330,000 active;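 active = at 10 µM dose, activation of 40% or more, normalized to positive control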;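 also: 100% = tunicamycin at 10 µg/mL and 0% = DMSO alone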
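Test system: CHO CHOP reporter cells. Input: 500 CHO-CHOP cells per well. Medium: F12 with 10% FBS. Technique: luciferase luminescence. Measure: percent activation relative to tunicamycin control. Dosing: 10 µM compound, 0.5% DMSO. Timing: 16-18 h cell attachment, then 6 h compound exposure, 37 °C.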
XBP1 UPR activ – activators of adaptive XBP1 UPR arm, primary screen, cell-based, CHO-XBP1 luciferase reporter, luminescence, uHTS; IRE1-XBP1 UPR activation; percent of tunicamycin response, DMSO as zero; activation, % at 20 µM; 0.33% of 330,000 active; AID 463104, 2010;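 active = versus positive control, 20 µM dose yields 30% or more activation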;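 also: 100% = tunicamycin at 10 µg/mL and 0% = DMSO only wells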
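Material: CHO cell line with stable XBP1 luciferase reporter; schedule: 16-18 h cell attachment at 37 °C, then 6 h compound exposure; signal: glow luminescence from Steady-Glo reagent; medium: serum-containing F12 medium, 10% FBS; benchmarks: tunicamycin 10 µg/mL and vehicle-only wells; read-out: percent activation relative to tunicamycin reference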
CXCR6 inh – CXCR6 receptor inhibitors, primary screen, cell-based, beta-arrestin, luminescence, CHO-K1 PathHunter, 1536-well; C-X-C chemokine receptor type 6 (Homo sapiens), O00574; inhibition, % at 20 µM; 0.36% of 360,000 active; in the data active = inhibition above about 34%, passing the limit was not always enough;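 also: antagonist mode with CXCL16 agonist at 10 nM final; 0% = 10 nM CXCL16 with DMSO and 100% = unstimulated wells without agonist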
Target sequence (O00574 whole entry, looked up): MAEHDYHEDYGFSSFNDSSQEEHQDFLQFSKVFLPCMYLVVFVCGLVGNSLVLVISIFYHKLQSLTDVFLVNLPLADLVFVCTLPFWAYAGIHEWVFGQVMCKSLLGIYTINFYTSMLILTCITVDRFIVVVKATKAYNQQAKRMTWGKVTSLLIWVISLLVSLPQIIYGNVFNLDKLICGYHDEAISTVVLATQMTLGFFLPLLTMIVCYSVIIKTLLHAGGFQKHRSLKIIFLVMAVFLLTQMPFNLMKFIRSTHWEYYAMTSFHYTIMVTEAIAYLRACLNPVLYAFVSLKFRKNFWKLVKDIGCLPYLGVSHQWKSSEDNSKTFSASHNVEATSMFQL
697 NFkB inh – inhibitors of PMA/ionomycin-induced NF-kB reporter, 697 cells, primary screen, B-cell NF-kB inhibitor project, cell-based, luminescence, uHTS. inhibition, % at 4 µM. 0.33% of 330,000 active. 697 B-cell NF-kB luciferase reporter, 16 h; in the data active = inhibition above about 35%
Gli-Sufu antag – Gli-Sufu pathway antagonists, primary screen, luciferase luminescence, Sufu-KO-LIGHT cells, uHTS; Sufu-KO-LIGHT fibroblasts, Gli luciferase reporter luminescence; AID 588413, 2011; inhibition, % at 5 µM; 0.74% of 340,000 active;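 active = inhibition above about 55%, limit read from the data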;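 also: 0% = DMSO-treated cells and 100% = wells with medium but no cells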
* hit, by the source's call; x = not tested or not shown. The order is random; any-hit rate near 5%.

SMILES	Mdm2-MdmX inh	CCR6 antag	Jurkat NFkB inh	EBI2 block	UPR CHOP act	XBP1 UPR activ	CXCR6 inh	697 NFkB inh	Gli-Sufu antag
CC(C(=O)Nc1cccc([N+](=O)[O-])c1)N1CCN(C/C=C/c2ccccc2)CC1 (configuration not stated)	16	18	12	8	1.7	-2	-5	12	9
O=C1N=NC(=O)N1c1ccccc1	30	-6	-3	-1	-0.3	-10	-4	17	-13
O=C(NC1CCCCC1)c1ccc(CS(=O)(=O)Cc2ccccc2F)o1	5	-11	-3	11	-2.1	-4	-9	20	4
COc1ccc(S(=O)(=O)N2CCCCCC2)cc1C(=O)NCCc1ccccc1	7	17	-14	5	0.4	-3	5	-7	-1
Oc1ccc(-c2nccc(-c3ccc(Br)cc3)n2)cc1	-27	2	7	6	4.7	16	-1	-17	-12
COC(=O)c1c(-c2cccc3ccccc23)csc1NC(=O)Cc1ccc(OC)c(OC)c1	62*	5	53*	12	3.7	-1	2	-4	25
O=C(Nc1nccs1)c1ccc(S(=O)(=O)NCc2cccs2)cc1	3	-1	-11	1	-0.3	-5	-5	3	-2
CCOc1ccc(C(=O)NCC(=O)NCCOc2ccc(C)cc2)cc1	23	9	6	8	0.9	-2	-26	4	5
O=S(=O)([O-])CCC[n+]1ccc(Oc2ccccc2)cc1	7	12	-6	8	-1.3	-8	-1	-2	4
COc1ccc2cc(C(=O)N(C)Cc3ccccc3)[nH]c2c1	-23	7	-60	12	3.4	-1	-10	-50	-9
CCOc1cc(-c2c(C)c(CC)nc(N)c2C#N)ccc1O	18	6	14	-6	-3.7	-1	-6	8	x
COc1ccc(OC)c(NC(=O)Nc2cccc3ccccc23)c1	3	12	3	5	-0.6	1	-4	17	-3
Nc1[nH]c(N=NC(=O)c2ccc(F)cc2)c2ccccc12	-94	7	-56	-9	4.0	-2	1	-50	-47
CCc1c(C)nc2[nH]ncn2c1=O	x	-4	x	-13	x	x	-12	x	-2
Cc1onc(-c2ccccc2)c1C(=O)OCCOc1ccc([N+](=O)[O-])cc1[N+](=O)[O-]	24	4	19	-3	3.1	1	-9	-35	12
COc1ccc(NC(=O)/C(=C\c2ccc(OC)c(OC)c2)NC(=O)c2ccco2)cc1	31	6	-5	2	-0.5	-3	3	21	3
CN(C(=O)COC(=O)c1nc(-c2ccccc2)n(-c2ccccc2)n1)C1CCS(=O)(=O)C1 (configuration not stated)	-2	1	6	0	4.4	3	-5	-6	-12
CCN(C(=S)NC(=O)Cc1ccc(OC)cc1)c1ccccc1	-11	-6	1	3	0.2	-2	5	-1	9
COc1c2ccoc2nc2c(OC)c(OCC(OC(C)=O)C(C)(C)O)ccc12 (configuration not stated)	7	-8	-7	-2	1.6	-2	2	-11	-2
O=C1NCCN/C1=C\C(=O)c1cccc(Br)c1	-22	9	-21	9	4.4	3	-1	-16	-18

2 consecutive records from above, for reference:
SMILES	Mdm2-MdmX inh	CCR6 antag	Jurkat NFkB inh	EBI2 block	UPR CHOP act	XBP1 UPR activ	CXCR6 inh	697 NFkB inh	Gli-Sufu antag
COc1c2ccoc2nc2c(OC)c(OCC(OC(C)=O)C(C)(C)O)ccc12 (configuration not stated)	7	-8	-7	-2	1.6	-2	2	-11	-2
O=C1NCCN/C1=C\C(=O)c1cccc(Br)c1	-22	9	-21	9	4.4	3	-1	-16	-18

The list continues:
SMILES	Mdm2-MdmX inh	CCR6 antag	Jurkat NFkB inh	EBI2 block	UPR CHOP act	XBP1 UPR activ	CXCR6 inh	697 NFkB inh	Gli-Sufu antag
CCN(CC(=O)Nc1c(C(=O)OC)[nH]c2ccc(C)cc12)c1ccc2c(c1)OCO2	38	2	-9	2	-2.7	1	-1	24	7
S=c1[nH]ccn1-c1ccc(Cl)cc1	5	-4	-6	1	0.0	-1	-4	11	6
CC(=O)N1N=C(c2cccc([N+](=O)[O-])c2)OC1c1cccc(Br)c1 (configuration not stated)	19	-4	14	3	1.0	-2	9	7	7
COC(=O)NC(=S)N1CCOCC1	-10	-1	3	-18	-0.1	-1	-11	22	5
COc1ccc2[nH]c3c(c2c1)CCN1C(=O)C(CC(=O)NCC24CC5CC(CC(C5)C2)C4)C[C@H](C(=O)N2CCCCC2)[C@@]31C (some centres not stated)	37	17	x	18	4.2	5	-2	13	5
CC1(C)CC(=O)C2=C(C1)NC1=C(C(=O)c3ccccc31)C2c1ccc(Cl)cc1 (configuration not stated)	58*	50	4	6	21	3	10	-5	2
CCc1ccc(NC(=O)C(=O)NCC(O)c2ccccc2)cc1 (configuration not stated)	-18	-11	-3	4	-0.9	3	-15	9	-9
Nc1nc(-c2ccccc2)cc(N2CCCCC2)n1	40	-1	55*	-6	0.2	4	9	-33	5
Cc1ccc(S(=O)(=O)N2CCN(C(=O)c3n[nH]c(=O)c4ccccc34)CC2)c(C)c1	-8	11	-12	1	-3.9	-1	8	-26	-11
CCOC(=O)C1CCN(C(=O)CCS(=O)(=O)c2ccc3c(c2)n(C)c(=O)c(=O)n3C)CC1	6	0	-1	-4	-2.1	-1	5	4	1
COc1ccc(/C=C2/CSC/C(=C/c3ccc(OC)c(OC)c3)C2=O)cc1OC	x	41	x	28	x	x	18	x	-6
O=C(NCCN1CCN(C(=O)c2cccc(OC(F)F)c2)CC1)c1cccc(OC(F)F)c1	-5	6	-1	8	1.3	-5	7	1	6
O=C(Nc1ccccc1F)c1ccc(-c2cccc([N+](=O)[O-])c2)o1	-47	5	-23	-4	7.5	3	4	21	-77
O=C(Nc1nncs1)c1c(F)c(F)c(F)c(F)c1F	8	-13	-8	-13	3.5	1	3	-7	7
COc1ccc(OC)c(S(=O)(=O)NC(C)CCc2ccccc2)c1 (configuration not stated)	20	5	9	-11	-1.4	-5	-1	18	-4
Nc1nc(N)nc(-c2ccc([N+](=O)[O-])o2)n1	x	-16	x	-11	x	x	-19	x	-4
Nn1c(SCc2cccc(F)c2)nnc1-c1ccncc1	22	2	1	0	1.0	0	3	19	5
CC(C)(C)C(=O)Nc1nc2cc3c(cc2s1)OCO3	-190	-8	-88	-4	6.8	2	2	-186	-44
C=CCS(=O)(=O)c1nc2ccccc2s1	63*	3	17	-11	32	-10	-3	11	7
CCOC(=O)c1c(NCC2CCCO2)c2ccccc2[nH]c1=O (configuration not stated)	16	-14	-5	4	-3.7	-1	1	1	6
CC(=O)O[C@H]1CC[C@@]2(C)C(CCC3C2CC[C@]2(C)OC(=O)CCC32)C1 (some centres not stated)	5	3	-7	2	-0.4	4	1	20	7
O=C1c2ccccc2C(=O)N1C(CO)C(O)c1ccc([N+](=O)[O-])cc1 (configuration not stated)	-4	14	-1	11	0.3	4	-1	-7	-17
CN1C=CC(=C2C(=O)c3ccccc3C2=O)C=C1	-16	x	-75	x	-0.4	-6	x	-117	x
O=C(Cc1ccccc1)Nc1ccc(N2CCOCC2)cc1N1CCOCC1	-7	2	4	0	1.7	0	-5	23	3
O=C(CCN1C(=O)c2cccc3cccc(c23)C1=O)NCC1CCCO1 (configuration not stated)	9	-5	4	-2	5.9	0	-4	2	13
Cc1nc(NCCOc2ccccc2)sc1C(=O)Nc1ccccc1	-18	11	-24	8	6.3	0	-1	-32	-26
O=C(CCc1ccccc1)Nc1ccc(N2CCOCC2)cc1	16	-7	0	-3	2.8	-3	-8	17	-3
O=C(CN1CCN(S(=O)(=O)c2ccccc2)CC1)Nc1ccc([N+](=O)[O-])cc1	13	-1	5	16	-0.5	-2	-4	-16	6
CNCc1cn2cc(Cl)ccc2n1	-7	-2	-1	-8	1.4	0	-6	2	1
O=C(Nc1nnc(-c2ccc(Br)cc2)o1)c1ccco1	12	-4	0	-2	2.9	-1	5	-12	-22
Cc1ccc(C(=O)N2CCN(c3ccc(NC(=O)c4cccnc4)cc3)CC2)cc1	20	-4	-13	-1	-1.0	-1	-3	0	-6
COc1cc2c(cc1OC)C(c1cccs1)N(C(=O)c1ccncc1)CC2 (configuration not stated)	27	0	27	-2	0.8	2	-4	-18	3
CCCOCC(O)CCc1n[nH]c(=S)n1-c1ccccc1 (configuration not stated)	-11	0	-29	-9	0.5	2	-11	-1	1
COc1ccc(NC(=O)CSc2nc(C3CC3)nc3ccccc23)c(OC)c1	18	3	-13	3	0.1	-2	7	8	20
Cc1ccccc1CS(=O)(=O)CCC(=O)N1CCN(c2ccc(N3CCOCC3)nn2)CC1	0	2	14	-4	-0.4	0	-11	11	-1
COc1ccccc1CNc1n[nH]c(NCc2ccccc2OC)n1	-3	10	-8	-4	-0.8	-3	7	-34	3
CC(C)=CCN1CCN(Cc2c(C)nn(C)c2Cl)CC1CCO (configuration not stated)	10	5	17	0	-1.8	4	4	12	5
CCN(CC)S(=O)(=O)c1cccc(-c2nnc(SCc3ncc(-c4ccccc4)o3)n2C)c1	3	14	6	7	0.5	-1	5	1	1
Cc1cc(C)nc(N2CCCC(C(=O)Nc3ccc4c(c3)OCO4)C2)n1 (configuration not stated)	2	10	-2	0	1.5	0	-7	21	5
O=C(CN1C(=O)C2CCCCC2C1=O)Nc1ccc(S(=O)(=O)Nc2ncccn2)cc1 (configuration not stated)	25	-6	7	-3	-0.3	-2	-2	16	2

Another view of part of the listing above:
molecule,Mdm2-MdmX inh,CCR6 antag,Jurkat NFkB inh,EBI2 block,UPR CHOP act,XBP1 UPR activ,CXCR6 inh,697 NFkB inh,Gli-Sufu antag
COc1ccc(NC(=O)CSc2nc(C3CC3)nc3ccccc23)c(OC)c1,18,3,-13,3,0.1,-2,7,8,20
Cc1ccccc1CS(=O)(=O)CCC(=O)N1CCN(c2ccc(N3CCOCC3)nn2)CC1,0,2,14,-4,-0.4,0,-11,11,-1
COc1ccccc1CNc1n[nH]c(NCc2ccccc2OC)n1,-3,10,-8,-4,-0.8,-3,7,-34,3
CC(C)=CCN1CCN(Cc2c(C)nn(C)c2Cl)CC1CCO (configuration not stated),10,5,17,0,-1.8,4,4,12,5

(list continues)
SMILES	Mdm2-MdmX inh	CCR6 antag	Jurkat NFkB inh	EBI2 block	UPR CHOP act	XBP1 UPR activ	CXCR6 inh	697 NFkB inh	Gli-Sufu antag
O=C(O)C1C2C=CC(O2)C1C(=O)Nc1ccccc1C(F)(F)F (configuration not stated)	2	3	-11	-2	-2.3	-1	-6	10	-9
Cc1ccc(NC(=O)CS(=O)CC(=O)Nc2ccc(N3CCOCC3)cc2)cc1Cl (configuration not stated)	x	6	x	-11	x	x	2	x	3
CC(C)(C)OC(=O)N1CCN(C(=O)c2nc[nH]c2C(=O)N2CCN(c3ccccc3)CC2)CC1	-13	4	-1	6	1.1	0	-3	-5	-5
Cc1cc(C)n2nc(-c3ccc(Br)cc3)cc2n1	-46	16	-117	21	8.7	3	-4	-150	-82
CCCCc1nc2n[nH]c(N)c2c2c1CCCC2	28	-8	-3	1	-0.9	0	0	-17	-4
Cc1c(OC(C)C(=O)NCc2ccncc2)ccc2c3c(c(=O)oc12)CCCC3 (configuration not stated)	21	9	9	28	-1.9	-6	-18	11	23
